IkB signaling: IkB pathway inhibition in ABC-DLBCL cells. ABC-DLBCL IkBa-CBG/CBR dual luciferase ratio, 4 h; response scale: scaled: untreated 0%, proteasome inhibitor 100%. Potency, µM (top dose mostly 57.1 µM), for the others: top-dose IkBa stabilization activation. hit rate 0.04% among 110,000; active = well fitted curve in the direction sought with a large enough effect in the signal ratio, not every such curve was filed as active; inconclusive = small, poorly fitted or top-dose-only effect, or a change in a side signal; the % refers to the signal ratio;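 note: the direction sought is a rising ratio; 0% = basal untreated cells and 100% = reference inhibitor full response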
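Luminescence ratio of IκBα-fused green versus native red beetle luciferase in OCI-Ly3 cells, 4 h post-doxycycline with compound; red signal alone, scaled from basal (0%) to zero light (-100%), flagged nonspecific or cytotoxic effects.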
Peg3 imprint: genomic imprint erasure induction; mouse ES Peg3-LacZ reporter, beta-gal luminescence, 40 h; Potency, µM (top dose mostly 60.7 µM), for the others: at the top dose activity change, positive = activation, actives largely listed as activators; hit rate 0.02% among 110,000; AID 1948;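 note: 0% = negative control wells on the plate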
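Each well holds 300 Peg3LacZ-Neo (maternal) female ES cells incubated 40 h at 37C, 5% CO2. LacZ is measured by BetaGlo luminescence, with AC50 and maximum efficacy derived from dose-response curves.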
p53ts 32C tox: cytotoxicity in p53ts cells at permissive temperature; H1299-p53A138V at 32C, ATP luminescence viability, 24 h; Potency, µM (titrated, usually from 46.1 µM), for inactives: top-dose activity change, negative = cytotoxicity, hits mostly cytotoxic; hit rate 0.93% among 130,000;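 note: 0% = DMSO and -100% = full killing by reference compound; nearly all actives have a fitted effect of over 55% in size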
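ATP-content luminescence (ATPlite) read-out after 24 h compound exposure at 32C in H1299-p53A138V cells (600/well). Tested up to 46 uM. Normalized to DMSO (0%) and 100 uM tamoxifen (100% killing); Hill-fit AC50.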
p53ts 39C tox: p53ts cell cytotoxicity, nonpermissive temperature; H1299-p53A138V viability at 39C, ATP luminescence, 24 h; Potency, µM (doses to about 46.1 µM), for the others: at the highest dose activity change, negative = cell killing, most hits filed as cytotoxic; hit rate 1.5% among 130,000; AID 902; note: nearly all actives have a fitted effect of over 55% in size
* hit, by the source's call; ? = inconclusive; . = not tested or not shown; [ ] = another dose, or the depositor's remark. Unless noted, calls come from the whole dose curve; as a rule, active = well fitted curve in the direction sought with a large enough effect; inconclusive = small, poorly fitted or top-dose-only effect, or another doubt; inactive = no such curve, though single readings can be large; an effect the other way counts as inactive or inconclusive. Unless noted, % is set by controls: 0 for no effect and ±100 for the full control effect; potency is the fitted concentration of half-maximal effect.

| Structure | IkB signaling | Peg3 imprint | p53ts 32C tox | p53ts 39C tox |
| --- | --- | --- | --- | --- |
| O=C(O[C@@H]1Cc2c(O)cc(O)cc2OC1c1ccc(O)c(O)c1)c1cc(O)c(O)c(O)c1 (stereo partly specified) | . | 14% | -8% | 12% |
| CCOC(=O)c1c(C)c(C(=O)Nc2ccc3c(c2)OCO3)c(C)n1C | 2.7% | -7% | 4% | 0% |
| COc1ccc(CC(=O)NCc2cccs2)cc1 | 0.4% | -22% | -6% | -7% |
| COc1cc2c(CCNC(C)=O)c[nH]c2cc1O | 0.7% | -6% | 11% | 12% |
| COc1cc(C2Nn3c(nnc3-c3ccccc3OC)S2)ccc1O (stereo unspecified) | . | . | 1% | 12% |
| COc1ccccc1NC(=O)COC(=O)CNC(=O)c1ccc(OC)c(OC)c1 | -1.1% | -7% | 5% | -8% |
| CC(C)c1nnc(NC(=O)C2CCN(c3cnccn3)CC2)s1 | . | . | 4% | 5% |
| CCN1CCCC1CNC(=O)Cn1cccc1C(=O)c1ccccc1C (stereo unspecified) | -0.1% | -14% | -18% | -11% |
| O=C(c1ccc(NS(=O)(=O)c2cccs2)cc1)N1CCCCC1 | -1.4% | -19% | -9% | -6% |
| O=C(Nc1ccccc1C(=O)OCc1cc(=O)n2c3c(sc2n1)CCCC3)c1ccccc1 | -1.5% | 3%[10.9 µM] | 8% | 11% |
| COc1ccccc1C1=Nn2c(nc3sc(C(=O)Nc4ccccc4Cl)c(C)c3c2=O)SC1 | 2.3% | -7%[10.9 µM] | 1% | -4% |
| Cn1c(SCC2CCCO2)nnc1-c1ccncc1 (stereo unspecified) | 0.1% | 7% | 10% | 9% |
| C=C(C)[C@H]1CC[C@]2(CO)CC[C@]3(C)[C@@H](CC[C@H]4[C@@]5(C)CC[C@@H](O)C(C)(C)[C@@H]5CC[C@@]43C)[C@H]12 | 5.3%[25.6 µM] | -6%[16.8 µM] | 8%[20.6 µM] | 4%[20.6 µM] |
| O=C(c1ccccc1C(=O)N1CCN(c2ccccc2)CC1)N1CCN(c2ccccc2)CC1 | ? | 1% | -4% | 15% |
| COc1ccc(-c2nnc(SCC(=O)NC(C)c3ccccc3)o2)cc1OC (stereo unspecified) | -1.8% | -13% | 39%[activator] | -8% |
| CC(=O)c1cccc(NS(=O)(=O)c2ccc3c(c2)oc(=O)n3C)c1 | 0.6% | -11% | 0% | -8% |
| CN(C)C[C@H]1CCC[C@@H](CN(C)C)C1=O | -0.8%[11.4 µM] | -6%[10.9 µM] | -7%[9.22 µM] | 6%[9.22 µM] |
| Cc1ccc(S(=O)(=O)c2cc3c(=O)n4ccccc4nc3n(Cc3ccco3)c2=N)cc1C | ? | -47%[inhibitor] | 124%[activator] | 124%[activator] |
| O=C(O)c1c(-c2ccccc2)oc2ccc(OCc3c(F)cccc3Cl)cc12 | ? | 5%[10.9 µM] | 1% | 7% |
| COCCn1c(=O)c(-c2ccc(F)c(F)c2)nc2cncnc21 | 0.8%[11.4 µM] | . | -7% | -3% |

(list continues)
| Structure | IkB signaling | Peg3 imprint | p53ts 32C tox | p53ts 39C tox |
| --- | --- | --- | --- | --- |
| CCc1nnc(NC(=O)CSc2nc3c(c(=O)n2CC)SC(C)C3)s1 (stereo unspecified) | -3.0% | -20% | -5% | 9% |
| COc1ccc2[nH]c(C)c(CN3CCC(C)CC3)c(=O)c2c1 | 2.8% | -9% | -1% | 7% |
| Cc1ccc2nc(-c3cc(NC(=O)/C=C/c4ccccc4)ccc3Cl)oc2c1 | ? | -14%[10.9 µM] | -21% | ? |
| O=C(Nc1ccc2c(c1)CCCN2C(=O)c1cccs1)c1ccccc1 | ? | -15%[10.9 µM] | ? | -9% |
| Cc1onc(-c2ccccc2Cl)c1C(=O)Nc1ccc(S(=O)(=O)N2CCCC2)cc1 | 3.8% | -13% | 9% | -3% |
| CC(=O)CN1Cc2ccccc2/C1=N\C(=O)Nc1ccccc1 | 0.7% | -40%[inhibitor] | 1% | -8% |
| O=C(O)c1ccc2cc(-c3ccc(O)c(C45CC6CC(CC(C6)C4)C5)c3)ccc2c1 | . | -27% | 20µM* | ? |
| Cc1ccc2nc(COc3cccc(NC(=O)Nc4ccc(C)c(Cl)c4)c3)cc(=O)n2c1 | ? | -4%[10.9 µM] | 13% | 20% |
| CCCn1c(SCC(=O)Nc2c(C)cccc2CC)nnc1C(C)C | -0.5% | -3% | 0% | 4% |
| COc1cc2[nH]c(=O)n(CCC(=O)N3CCN(c4ccc(Cl)cc4)CC3)c(=O)c2cc1OC | ? | 15%[10.9 µM] | 4% | 3% |
| Cc1oc(-c2ccc(Cl)cc2)nc1CS(=O)CC(=O)NCc1ccc(Cl)cc1 (stereo unspecified) | ? | 15%[10.9 µM] | -6% | -14% |
| CC1CC(C)CN(Cc2nc(N)nc(Nc3ccc4ccccc4c3)n2)C1 (stereo unspecified) | -1.6% | -26% | -1% | 2% |
| COc1ccc(NC(=O)C2CCCN(S(=O)(=O)c3cccnc3)C2)cc1 (stereo unspecified) | -0.3% | -1% | -3% | 3% |
| COc1ccc(CCNS(=O)(=O)c2ccc(F)cc2)cc1OC | 0.3% | -6% | 2% | 4% |
| COc1ccc(OC)c(CNC(=O)CCn2c(=O)c3cccn3c3ccc(F)cc32)c1 | -0.6% | -11%[10.9 µM] | -4% | -21% |
| CCOC(=O)CCCn1nc(C)n2c(cc3sccc32)c1=O | -3.2% | -5% | 0% | -10% |
| Cc1cc(NC(=O)CCc2nc3cccnc3n2-c2ccccc2)ccc1Br | ? | -6%[10.9 µM] | -20% | -28% |
| O=C1CCCc2c1cc(C(=O)Nc1ccc(Br)cn1)c(=O)n2-c1ccccc1 | -2.6% | 0% | -10% | -9% |
| COc1cc(NC(=O)c2cc3cc4ccc(OC)c(Cl)c4nc3s2)cc(OC)c1 | 2.5% | -8%[10.9 µM] | -6% | -2% |
| COc1ccc(CNC(=O)c2nc(SCc3ccccc3F)ncc2Cl)cc1 | ? | -14%[10.9 µM] | -11% | -13% |

Other results follow:
| Structure | IkB signaling | Peg3 imprint | p53ts 32C tox | p53ts 39C tox |
| --- | --- | --- | --- | --- |
| O=C(O)COc1c(F)c(F)c(C(F)(F)F)c(F)c1F | 2.2% | -6% | -4% | -4% |
| CC1(C(=O)Nc2cccc(Br)c2)Cc2ccccc2C(=O)O1 (stereo unspecified) | -1.0% | 9%[10.9 µM] | 1% | -13% |
| COc1ccc(-c2nc3cc(C)ccn3c2NC(=O)c2ccc(F)cc2)cc1 | 2.7% | -6%[10.9 µM] | -19% | -20% |
| COC(=O)C1C(=O)c2c([nH]c(C(=O)OC3CCCCC3)c2C)CC1C (stereo unspecified) | -3.4% | -19% | -12% | -17% |
| O=C(CCS(=O)(=O)c1cc2c3c(c1)CCN3C(=O)CC2)NCc1ccc(Cl)cc1 | -1.2% | 9%[10.9 µM] | 1% | 26% |
| CCCCOC(=O)Nc1ccccc1C(=O)N1CCCC1 | 0.8% | -5% | 16% | 9% |
| CC(=O)COc1ccc2c3c(c(=O)oc2c1C)CCCCC3 | -2.9% | -12% | -26% | -18% |
| CCCCC(NC(C)=O)c1nc2ccccc2n1CCCC (stereo unspecified) | 1.0% | -7% | 12% | 1% |
| COc1cc(Nc2nc3c(S(=O)(=O)c4cccc(Cl)c4)nnn3c3ccsc23)cc(OC)c1 | 1.5% | -8%[10.9 µM] | -2% | 33%[activator] |
| N#Cc1c[nH]n2c(NC3CCCCC3)c(-c3ccc(F)cc3)nc12 | 2.8% | 8%[10.9 µM] | 3% | -7% |
| COc1cc(-c2n[nH]c(=O)o2)cc(OC)c1OC | -0.7% | -3% | -3% | 2% |
| Cn1nc(-c2ccc(Cl)cc2)c2cc(C(=O)N3CCN(c4ccccn4)CC3)sc21 | 1.6% | -1% | 4% | -4% |
| CCN1CCCC1CNC(=O)CSc1cc(=O)n(CC)c2ccccc12 (stereo unspecified) | 1.6% | -19% | -16% | -20% |
| COc1ncc2ncc(=O)n(CCc3ccccc3)c2n1 | 0.0%[11.4 µM] | 4% | -1% | 2% |
| O=C(CSc1nc(-c2ccc(F)cc2)nc2c1Cc1ccccc1O2)Nc1cccc(C(=O)O)c1 | ? | -13%[10.9 µM] | 0% | 0% |
| CCOC(=O)c1oc2cc(O)ccc2c(=O)c1-c1ccccc1OC | ? | -5% | 0% | 13% |
| COc1cccc(CNC(=O)N2CCC(CN3CCC(C)CC3)CC2)c1 | 0.8% | -15%[10.9 µM] | -5% | -6% |
| CCc1ccccc1NC(=O)C1CCC(CNS(=O)(=O)c2ccc3c(c2)CC(C)N3C(C)=O)CC1 (stereo unspecified) | 1.1% | -18%[10.9 µM] | -14% | -6% |
| CN(C)c1ccc(CNC(=O)C2CCN(Cc3cc4ccccc4n3Cc3ccccc3)CC2)cc1 | 1.5% | -23%[10.9 µM] | -1% | 0% |
| Cc1c(C(=O)N2CCC(C)CC2)c(S(=O)(=O)Nc2cccc(C#N)c2)c(C)n1C | -1.2% | -10%[10.9 µM] | -9% | -19% |

Another view of part of the listing above:
Value order: IkB signaling | Peg3 imprint | p53ts 32C tox | p53ts 39C tox
CC(=O)c1cccc(NS(=O)(=O)c2ccc3c(c2)oc(=O)n3C)c1
  0.6% | -11% | 0% | -8%
Cc1ccc(S(=O)(=O)c2cc3c(=O)n4ccccc4nc3n(Cc3ccco3)c2=N)cc1C
  ? | -47%[inhibitor] | 124%[activator] | 124%[activator]

Remaining list, next part
| Structure | IkB signaling | Peg3 imprint | p53ts 32C tox | p53ts 39C tox |
| --- | --- | --- | --- | --- |
| CCOc1cc(NS(=O)(=O)CC)c(OCC)cc1NC(=O)c1ccco1 | -0.2% | -12% | 4% | 3% |
| O=C1C2=CC[C@H]3C(=O)N(c4cccc(Oc5ccccc5)c4)C(=O)[C@@H]3[C@@H]2[C@H](O)[C@@H]2O[C@H]12 | . | . | 1%[9.22 µM] | 11%[9.22 µM] |
| Cc1cc(C)n2c(=S)[nH]nc2n1 | -1.0% | 17% | -5% | -1% |
| COc1ccc(CCNC(=O)c2ccc(Cn3c(=O)c4ccccc4n(Cc4cccc(Cl)c4)c3=O)cc2)cc1OC | -0.5% | -17%[10.9 µM] | 7% | 1% |
| CCCSc1nnc2c(n1)OC(c1cccn1C)N(C(C)=O)c1ccccc1-2 (stereo unspecified) | . | . | 12% | 6% |
| Nc1nc2ccc(-c3nc4ccccc4o3)cc2s1 | . | . | ? | ? |
| CCOc1ccc2oc(=O)cc(CN3CCN(C(=O)c4ccc(Cl)cc4)CC3)c2c1 | 1.7% | 15%[10.9 µM] | 13% | -3% |

Structural class, the compounds so far containing fluorine
| Structure | IkB signaling | Peg3 imprint | p53ts 32C tox | p53ts 39C tox |
| --- | --- | --- | --- | --- |
| O=C(O)c1c(-c2ccccc2)oc2ccc(OCc3c(F)cccc3Cl)cc12 | ? | 5%[10.9 µM] | 1% | 7% |
| COCCn1c(=O)c(-c2ccc(F)c(F)c2)nc2cncnc21 | 0.8%[11.4 µM] | . | -7% | -3% |
| COc1ccc(CCNS(=O)(=O)c2ccc(F)cc2)cc1OC | 0.3% | -6% | 2% | 4% |
| COc1ccc(OC)c(CNC(=O)CCn2c(=O)c3cccn3c3ccc(F)cc32)c1 | -0.6% | -11%[10.9 µM] | -4% | -21% |
| COc1ccc(CNC(=O)c2nc(SCc3ccccc3F)ncc2Cl)cc1 | ? | -14%[10.9 µM] | -11% | -13% |
| O=C(O)COc1c(F)c(F)c(C(F)(F)F)c(F)c1F | 2.2% | -6% | -4% | -4% |
| COc1ccc(-c2nc3cc(C)ccn3c2NC(=O)c2ccc(F)cc2)cc1 | 2.7% | -6%[10.9 µM] | -19% | -20% |
| N#Cc1c[nH]n2c(NC3CCCCC3)c(-c3ccc(F)cc3)nc12 | 2.8% | 8%[10.9 µM] | 3% | -7% |
| O=C(CSc1nc(-c2ccc(F)cc2)nc2c1Cc1ccccc1O2)Nc1cccc(C(=O)O)c1 | ? | -13%[10.9 µM] | 0% | 0% |

Source: PubChem BioAssay
